Bioassay records from PubChem.
mcGAS lum: mouse cGAS inhibition by luminescence. Q8C6L5. recombinant cGAS, Kinase-Glo ATP depletion luminescence. inhibition, % at 12.5 µM. 0.15% of 160,000 active. AID 1259399;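 also: 0% = negative control wells and 100% = reference inhibitor with no enzyme activity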
NPYLR7 agonist: mosquito NPYLR7 agonism. HEK293T NPYLR7/Galpha15, GCaMP6s calcium fluorescence. activation, % at 10 µM. 0.15% of 270,000 active. AID 1259423; in the data active = activation above about 40%;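 also: 0% = vehicle and 100% = reference agonist at the receptor; some compounds past the cut are filed as inactive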
hcGAS inh: human cGAS inhibition; Q8N884; recombinant h-cGAS, ATP depletion, Kinase-Glo luminescence; inhibition, % at 12.5 µM; 0.081% of 290,000 active;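 also: 0% = vehicle reaction and 100% = reaction without DNA for no activity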
Target sequence (Q8N884 whole entry, looked up): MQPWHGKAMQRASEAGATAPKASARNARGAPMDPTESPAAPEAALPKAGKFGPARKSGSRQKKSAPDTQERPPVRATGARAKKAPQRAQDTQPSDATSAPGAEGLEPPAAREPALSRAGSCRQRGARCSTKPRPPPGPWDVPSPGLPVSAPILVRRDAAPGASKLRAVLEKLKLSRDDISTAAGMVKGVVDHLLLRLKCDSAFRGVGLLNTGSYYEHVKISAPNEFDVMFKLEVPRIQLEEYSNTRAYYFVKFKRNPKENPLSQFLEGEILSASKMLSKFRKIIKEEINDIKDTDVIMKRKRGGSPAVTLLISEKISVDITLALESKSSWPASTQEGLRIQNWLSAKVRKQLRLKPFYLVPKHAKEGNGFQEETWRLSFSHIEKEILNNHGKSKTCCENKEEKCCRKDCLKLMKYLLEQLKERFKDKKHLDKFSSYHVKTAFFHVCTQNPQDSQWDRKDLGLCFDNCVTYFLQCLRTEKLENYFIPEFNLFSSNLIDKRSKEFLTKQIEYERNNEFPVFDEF
The depositor's hits bear a star; . = no result given; & = joins results of further samples. Rule as the data show it, unless noted: active = inhibition above about 40%; inactive = the rest.

SMILES	mcGAS lum	NPYLR7 agonist	hcGAS inh
CCOc1ccc(S(=O)(=O)NCc2ccc3c(c2)OCO3)c2ccccc12	.	5	-6
COc1cc2c(cc1CN1CCOC(CCNC(C)=O)C1)OCO2 (stereo not given)	-12	.	-9
Cc1nn(CC(=O)NC2CCCC2)c(=O)c2cc3occc3n12	-3	4	-7
Cn1nc(Br)c2c(N3CCCC3C(N)=O)ncnc21 (stereo not given)	.	-1	-11
CCCCS(=O)(=O)N1CCN(c2ccc(-n3nc(C)cc3C)nn2)CC1	-6	0	-4
CC1CCc2c(sc3ncnc(N4CCCN(CC(N)=O)CC4)c23)C1 (stereo not given)	.	3	-17
COc1cccc(CN(CCC(C)C)CC(O)c2ccccc2)c1 (stereo not given)	-6	16	-7
CCOC(=O)N1CCN(C2CCCN(Cc3ccc(F)c(OC)c3)C2)CC1 (stereo not given)	.	25	-5
CCOC(=O)C1CCCN(C(=O)c2ccc3oc(Cc4ccccc4)nc3c2)C1 (stereo not given)	.	14	-5
Cc1ccccc1N1CCN(C(=O)c2cc(-c3ccccc3F)nc3cc(C(C)(C)C)nn23)CC1	-3	8	-6
O=C(NCc1ccccn1)c1csc(CSc2nnc(-c3ccco3)n2-c2cc(Cl)ccc2Cl)n1	2	-11	2
CCN1CCN(c2cc(Cl)nc(SCc3ccc(C(=O)NCc4ccc5c(c4)OCO5)cc3)n2)CC1	-4	18	-10
O=C(O)c1cccc(C(=O)O)n1	-5	-3	-1
COc1ccc(C(=O)N2CCN(c3nc(-c4ccc(Cl)cc4)nc(C)c3Cc3ccccc3)CC2)c(OC)c1	-6	-2	-9
CCC1SC(c2ccc(F)cc2F)N(CCN(C)C(=O)Nc2ccc(C(F)(F)F)cc2)C1=O (stereo not given)	-7	5	-2
COc1ccc(-c2cc(C(=O)N3CCOCC3)n3nc(-c4ccc(Cl)cc4)cc3n2)cc1	-8	1	-6
COc1cc(NC(=O)N2CCN(c3nc(Cc4ccc(F)cc4)ns3)CC2C)cc(OC)c1 (stereo not given)	-5	3	-5
Clc1ccc(C2c3cccn3CCCN2Cc2ccccn2)cc1Cl (stereo not given)	1	-8	2
COc1ccc(NC(=O)C2CC(=O)N(C)C(=Nc3ccc(Cl)c(C(F)(F)F)c3)S2)cc1 (stereo not given)	.	0	-3
COc1ccc(-c2cc(-c3ccc(OC)cc3)c(C#N)c(SCC(=O)c3cc4ccccc4oc3=O)n2)cc1	0	-2	2
CCCCNC(=O)Cn1nnc2ccccc2c1=O	3	-7	-8
CCOC(=O)c1nc2cc(C)c(C)cc2nc1N1CCN(S(=O)(=O)c2ccc(Br)cc2)CC1	-7	2	-4
Cc1csc(N2C(=N)SCC2=O)n1	5	8	42*
CCOC(=O)C1CCN(c2nc3c(C)cccc3cc2CNCCCN2CC3C=CC2C3)CC1 (stereo not given)	.	-8	-6
CCCCn1c(SCC2CCCN(S(C)(=O)=O)C2)n[nH]c1=O (stereo not given)	-17	-3	-13
C[C@@H]1CCC[C@H](C)N1C(=O)CCNC(=O)C(C)(C)C	.	7	-7
CC1CCN(c2ccc(NC(C)C(=O)Nc3cccc(F)c3)cc2)CC1 (stereo not given)	.	-1	-9
COCc1nc(-c2ccccc2)nc(N2CCN(C(=O)C3CC3)CC2)c1Cc1cccc(Cl)c1	-8	3	-6
CCO[C@H]1[C@H](NC(=O)c2cccnc2)c2ccccc2C12CCN(C(=O)c1ocnc1C)CC2	-12	20	-7
O=C(NCc1cc(F)cc(F)c1)c1cc(-c2ccc3c(c2)OCO3)nc2ccccc12	-4	2	1
Cc1cc(Br)ccc1NC(=O)CN(C)C(=O)CCN1C(=O)COc2ccccc21	.	2	-7
COc1ccc(CC(=O)Nc2cccc(C#N)c2)c(OC)c1	.	1	-5
COCc1c(Br)c(C)nc(OCC(=O)N/N=C\c2cc(Br)c(OC)c(Br)c2)c1C#N	-4	11	-5
CCC1CCCCN1C(=O)c1cnn(-c2nccc(-c3cc(C)sc3C)n2)c1COC (stereo not given)	-25	2	-7
CC(C)c1cc(Oc2ccc(F)cc2)nc(SCc2cccc(C(F)(F)F)c2)n1	-5	29	-3
CC(C)c1nc2cc(C(=O)N3CCSCC3)ccc2o1	.	12	-5
Nc1nc(=S)[nH]c2c1C1(CCCCC1)Cc1ccccc1-2	.	-6	-4
COc1ccc(OCC(O)Cn2cnc3cc(C)c(C)cc32)cc1 (stereo not given)	.	7	-4
CC(C(=O)Nc1ccc(F)cc1F)N1CCN(c2nccs2)CC1 (stereo not given)	5	2	-3
CC1CCc2c(sc3ncnc(Nc4ccc5c(c4)OCCCO5)c23)C1 (stereo not given)	.	-1	-3
Cc1cc(-c2ccc(NN=C3C=Cc4c(S(=O)(=O)O)cc(S(=O)(=O)O)c(N)c4C3=O)c(C)c2)ccc1NN=C1C=Cc2c(S(=O)(=O)O)cc(S(=O)(=O)O)c(N)c2C1=O	.	0	28
CCn1c(SCC(=O)Nc2cc(F)ccc2F)nc2c(-c3ccccc3)c[nH]c2c1=O	-6	-3	-3
CC(NC(=O)c1cc(-c2cccs2)nn1-c1ccc(Cl)cc1)c1ccccc1 (stereo not given)	-4	25	-10
Cc1nn(-c2ccc(N3CCNCC3)nn2)c(=O)c2ccccc12	.	-14	-4
Cc1occc1C(=O)N1CCCC(O)(CO)CC1 (stereo not given)	.	16	-5

Exported with values under each structure: entries from further up.
Every second line gives: mcGAS lum | NPYLR7 agonist | hcGAS inh
CCO[C@H]1[C@H](NC(=O)c2cccnc2)c2ccccc2C12CCN(C(=O)c1ocnc1C)CC2
    -12 | 20 | -7
O=C(NCc1cc(F)cc(F)c1)c1cc(-c2ccc3c(c2)OCO3)nc2ccccc12
    -4 | 2 | 1
Cc1cc(Br)ccc1NC(=O)CN(C)C(=O)CCN1C(=O)COc2ccccc21
    . | 2 | -7
COc1ccc(CC(=O)Nc2cccc(C#N)c2)c(OC)c1
    . | 1 | -5
COCc1c(Br)c(C)nc(OCC(=O)N/N=C\c2cc(Br)c(OC)c(Br)c2)c1C#N
    -4 | 11 | -5
CCC1CCCCN1C(=O)c1cnn(-c2nccc(-c3cc(C)sc3C)n2)c1COC (stereo not given)
    -25 | 2 | -7
CC(C)c1cc(Oc2ccc(F)cc2)nc(SCc2cccc(C(F)(F)F)c2)n1
    -5 | 29 | -3
CC(C)c1nc2cc(C(=O)N3CCSCC3)ccc2o1
    . | 12 | -5
Nc1nc(=S)[nH]c2c1C1(CCCCC1)Cc1ccccc1-2
    . | -6 | -4
COc1ccc(OCC(O)Cn2cnc3cc(C)c(C)cc32)cc1 (stereo not given)
    . | 7 | -4
CC(C(=O)Nc1ccc(F)cc1F)N1CCN(c2nccs2)CC1 (stereo not given)
    5 | 2 | -3
CC1CCc2c(sc3ncnc(Nc4ccc5c(c4)OCCCO5)c23)C1 (stereo not given)
    . | -1 | -3
Cc1cc(-c2ccc(NN=C3C=Cc4c(S(=O)(=O)O)cc(S(=O)(=O)O)c(N)c4C3=O)c(C)c2)ccc1NN=C1C=Cc2c(S(=O)(=O)O)cc(S(=O)(=O)O)c(N)c2C1=O
    . | 0 | 28
CCn1c(SCC(=O)Nc2cc(F)ccc2F)nc2c(-c3ccccc3)c[nH]c2c1=O
    -6 | -3 | -3

(more compounds)
SMILES	mcGAS lum	NPYLR7 agonist	hcGAS inh
Cc1cc(S(=O)(=O)N2CCN(CCCOC(c3ccc(Cl)cc3)c3ccc(Cl)cc3)CC2)c(C)cc1Cl	-8	2	-7
Cc1cc(C(=O)NC2CCCCCCC2)c(C)n1Cc1ccccn1	.	-1	-3
C#CCN(CC=C)C(=O)C1CCC(=O)N(CCOC)C1 (stereo not given)	-2	3	-4
Cc1cccc2c(-c3ccc[nH]c3=O)c[nH]c12	2	1	4
COC(=O)c1cccc(C(=O)N2CCc3c([nH]c4ccccc34)C2c2ccc(F)cc2)c1 (stereo not given)	-9&-2	4&0	-9&-2
CCOC(=O)Cn1c(=O)n(-c2ccc(C)cc2)c(=O)c2oc3ccccc3c21	-6	-4	-3
CC(C)Sc1ccc2nnc(-c3ccccn3)n2n1	-6	-4	-6
COc1ccc(-c2cnc(-c3ccc(CNC(=O)c4ccc(N(C)C)cc4)cc3)[nH]2)cc1	-2	-2	0
O=C1CC2(CCN(C(=O)CSC34CC5CC(CC(C5)C3)C4)CC2)CN1	-6	.	-10
CC1(C(=O)NS(=O)(=O)c2ccc3ccccc3c2)CCN1C(=O)CC1CCCCC1 (stereo not given)	.	-1	-9
COc1ccccc1CNC(=O)Cc1ccc2c(c1)OCCO2	-4	-2	0
FC(F)(F)c1nc2c(Cl)cc(Cl)cc2[nH]1	.	3	56*
COc1ccc(C(=O)N2CCN(C(c3ccccc3)c3ccccc3)CC2)cc1Oc1nc(Cc2ccc(F)cc2)ns1	-6	24	-2
CCCCCC(=O)N(CCc1ccccc1)C(CC)c1nc2ccccc2c(=O)[nH]1 (stereo not given)	-4	15	0
CCC(=O)N1C(Cc2ccccc2)COC1(C)C (stereo not given)	.	11	2
CC(=O)c1ccc(NC(=O)CCn2cncn2)cc1	-10	2	-8
CC(=O)N(CCN(C)C)c1nc2ccc(Cl)cc2s1	-8	-4	-7
O=C(NCCSc1cn[nH]n1)c1ccc2c(c1)OCO2	.	-1	-4
CCN(Cc1ccccn1)C(=O)c1ccc(OCC(=O)N2CCCCC2)cc1	-17	2	-5
OC(CN1CCc2ccccc2C1)c1ccccc1F (stereo not given)	.	-18	-9
CCCCc1ccc(Nc2ncnc(N)c2[N+](=O)[O-])cc1	-4	3	4
COC(=O)c1sccc1S(=O)(=O)N1CCc2c(ncnc2N(C)C)C1	-13	8	-4
CN(C)CCN(C(=O)CS(=O)(=O)c1ccccc1)c1nc2ccc(Br)cc2s1	-5	-3	-11
CCN(CC)C(=O)Oc1ccc2c(ccn2Cc2ccc(F)cc2C(F)(F)F)c1-c1ccc(F)c(F)c1	-6	6	-3
Cc1cc(C)n(-c2ccc(CNS(=O)(=O)c3ccc(F)c(F)c3)cn2)n1	.	-3	7
CCCCCN(CC(=O)N1CCc2sccc2C1c1ccccc1C)S(=O)(=O)c1ccc(Cl)cc1 (stereo not given)	-5	1	-6
CC(C)CN(Cc1nccn1Cc1c(F)cccc1Cl)C(=O)C1CC1	-4	6	-4
CCNC(=O)NC(=O)C(C)Sc1nnc(C2CC2)n1C1CC1 (stereo not given)	-1	0	1
O=C(COc1ccccc1)Nc1nnc(SCC(=O)N2CCc3ccccc32)s1	1	4	0
CCC(=O)Nc1ccc(OCC(=O)N2[C@@H]3CC[C@H]2CC(O)C3)cc1 (stereo not given in full)	.	1	4
Cc1csc2nc(CNc3ccc(NC(=O)C4CC4)cc3C(F)(F)F)cc(=O)n12	-16	-3	-4
O=C(NCCn1nc(-c2cccs2)ccc1=O)C1c2ccccc2Oc2ccccc21	-7	0	-2
CCC(C)(C)c1nnc(NC(=O)NCc2ccc(F)cc2F)s1	-1	14	0
COc1cccc(NC(=O)CC2C(=O)NC3(CCCC3)CN2Cc2cncs2)c1 (stereo not given)	.	29	-7
Cc1nc(C2CCCN2C(=O)CS(=O)(=O)C2CCCC2)no1 (stereo not given)	.	3	-14
COc1cccc(-c2cccc3[nH]ccc23)n1	.	11	-1
CCCCOc1ccc(C(=O)Nc2ccc(N3CCC(Cc4ccccc4)CC3)c(C(=O)NCc3cccnc3)c2)cc1	-4	3	-3
CCOc1ncccc1NC(=O)c1csc(Br)c1	.	0	21
CCOC(=O)c1nn(-c2ccccc2Cl)c(=O)cc1OS(=O)(=O)c1ccc(CC)s1	.	10	-3
CCC(OC)c1n[nH]c(=O)n1CC(=O)O (stereo not given)	.	0	-3
Cc1cccc(-n2nc(C#N)c3nc4ccccc4n3c2=O)c1	.	-1	-7
O=S(=O)(NCCNc1ccccn1)N1CCC2(CCCCC2)CC1	.	-4	-1
COC(=O)c1cn(C2CCCCC2NS(=O)(=O)c2ccc(C)cc2)nn1 (stereo not given)	.	7	-1
Cc1nn(C)c2sc(C(=O)OCC#N)cc12	.	-3	1
CN1CCCn2nc(C(=O)N3CCCC(OCc4ccccn4)C3)cc2C1 (stereo not given)	-10	4	-7
COc1ccc(S(=O)(=O)NC(=O)C2(C)CCN2C(=O)CCc2ccc(Cl)cc2Cl)cc1 (stereo not given)	.	7	3
O=C(NC(C(=O)N/N=C\c1ccc(Cl)cc1Cl)c1n[nH]c(=O)c2ccccc12)c1ccccc1 (stereo not given)	-3	9	-4
Cc1ccn2c(=O)c(NC(=O)c3sc(-c4ccccc4)nc3C)c(C)nc2c1	.	5	-14
CSc1ccccc1C(=O)NC(C)c1ccc(F)cc1 (stereo not given)	.	1	0
CC1C=CCC2C(=O)N(c3cccc([N+](=O)[O-])c3)C(=O)C12 (stereo not given)	-3	8	-8
CC(=O)N1CCc2cc(C(=O)C(C)Oc3ccc(C#N)cc3Cl)ccc21 (stereo not given)	.	-1	-6
COCCNC(=O)c1ccc(Nc2c(Oc3ccc(OC)cc3)cnn(-c3ccc(Cl)cc3)c2=O)cc1	-5	13	-7
Cn1c(=O)[nH]c(=O)c2[nH]c(N3CCN(c4ccccc4)CC3)nc21	.	7	-3
Oc1cccc(-c2nc3ccc(Br)cn3c2NC2CCCCC2)c1	.	13	-2
